KB-3-1 tox: kills parental KB-3-1 adenocarcinoma cells | KB-3-1 viability, CellTiter-Glo ATP luminescence, 72 h | Potency, µM (doses to about 46.1 µM), for inactives: at the top dose activity change, negative = cytotoxic, actives largely listed as cytotoxic | 400,000 compounds, 1.4% hits | AID 1347075; note: potency is the fitted concentration of half-maximal effect; % is set by controls: 0 for no effect and ±100 for the full control effect; nearly all actives have a fitted effect of over 60% in size
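Using CellTiter-Glo luminescence, growth of non-resistant KB-3-1 adenocarcinoma cells is assessed 72 h after pin-tool compound addition at 37 °C. Normalized responses across the concentration series yield fitted curves.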
GLP-1R agonist: activates the human GLP-1 receptor. 380,000 compounds, 0.007% hits. HEK293 GLP-1R CRE-luciferase, luminescence, 4-6 h; cells express a hypersensitive GLP-1R form. Potency, µM (series often up to 45.6 µM), for inactives: at the highest dose activation, most hits filed as activators. AID 624172; note: potency is the fitted concentration of half-maximal effect; % of control where 0% means no effect
Target sequence (P43220 whole entry, looked up): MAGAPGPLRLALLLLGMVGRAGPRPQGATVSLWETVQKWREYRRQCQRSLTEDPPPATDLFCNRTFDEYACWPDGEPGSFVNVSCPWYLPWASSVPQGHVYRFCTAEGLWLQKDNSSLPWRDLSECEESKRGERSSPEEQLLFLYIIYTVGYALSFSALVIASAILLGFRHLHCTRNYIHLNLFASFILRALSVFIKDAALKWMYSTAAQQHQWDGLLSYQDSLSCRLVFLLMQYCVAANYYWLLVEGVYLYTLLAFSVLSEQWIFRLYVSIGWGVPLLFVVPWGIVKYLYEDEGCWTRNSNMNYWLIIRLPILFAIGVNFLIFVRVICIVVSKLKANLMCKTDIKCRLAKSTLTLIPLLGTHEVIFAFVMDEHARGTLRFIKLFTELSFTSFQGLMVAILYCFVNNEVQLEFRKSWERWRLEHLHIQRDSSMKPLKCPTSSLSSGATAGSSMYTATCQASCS
DRD3 agonist: activates the human D3 dopamine receptor; P35462; D3R DiscoveRx beta-arrestin cells, luminescence, 90 min; max activation, %; 410,000 compounds, 0.58% hits; AID 652048; in the data active = max activation above about 30%; note: 0% is about no effect; mostly tested at two doses, the higher about 12 µM
Target sequence (P35462 whole entry, looked up): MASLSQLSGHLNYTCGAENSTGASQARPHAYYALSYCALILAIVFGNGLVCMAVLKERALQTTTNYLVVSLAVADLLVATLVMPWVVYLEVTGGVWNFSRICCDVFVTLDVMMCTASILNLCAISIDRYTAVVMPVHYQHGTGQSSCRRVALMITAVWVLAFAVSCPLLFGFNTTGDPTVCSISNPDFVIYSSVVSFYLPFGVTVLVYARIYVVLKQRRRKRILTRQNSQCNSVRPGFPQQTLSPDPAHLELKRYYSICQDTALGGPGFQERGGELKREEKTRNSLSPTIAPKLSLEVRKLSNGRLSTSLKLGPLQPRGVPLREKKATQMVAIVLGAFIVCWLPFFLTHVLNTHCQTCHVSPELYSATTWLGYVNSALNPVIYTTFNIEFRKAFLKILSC
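Cells at 1500/well, incubated overnight, then treated with pinned compounds (dopamine as control) for 90 min at 37 degrees C. DiscoveRx reagent added for 30 - 60 minutes at room temperature; luminescence read.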
HT1080NT lethal: kills 2HG-producing HT-1080-NT fibrosarcoma cells. HT-1080-NT fibrosarcoma viability, CellTiter-Glo ATP luminescence, 48 h. Potency, µM (top dose mostly 46.1 µM), for inactives: at the top dose activity, negative = less viability, most hits filed as cytotoxic. 360,000 compounds, 1.6% hits;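 note: NT is the 2HG producing partner of a matched IDH1 knockdown line; potency is the fitted concentration of half-maximal effect; 0% = DMSO-treated cells and -100% = media-only wells without cells; nearly all actives have a fitted effect of over 55% in size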
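HT-1080-NT; 750 cells/well; 5% FBS RPMI; 48 h compound, 37 degrees C; CellTiter-Glo luminescence; curve fitting and curve-class assignment.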
KB-V1 cytotox: kills drug-selected multidrug resistant KB-V1 cells; KB-V1 MDR cells viability, CellTiter-Glo, 72 h; Potency, µM (doses to about 46.1 µM), for inactives: at the highest dose activity change, negative = cytotoxicity, most hits filed as cytotoxic; 400,000 compounds, 3.4% hits; AID 1347076; note: potency is the fitted concentration of half-maximal effect; % is set by controls: 0 for no effect and ±100 for the full control effect; nearly all actives have a fitted effect of over 60% in size
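KB-V1 MDR subline cells in DMEM (phenol-red free, 10% FBS) exposed to compounds in qHTS concentration series for 72 h at 37 degrees C. Viability read by CellTiter-Glo luminescence; concentration-effect curves fitted after normalization and correction.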
IL-1B inflam inh: inflammasome signaling inhibition, IL-1 beta readout; THP-1 LPS/ATP IL-1B secretion, AlphaLISA, 16 h; active compounds read low; activity change, % at 57.5 µM; 360,000 compounds, 4.7% hits; AID 743279; in the data active = activity change below about -50%; inconclusive = mostly about -30% to -49%; note: % is set by controls: 0 for no effect and ±100 for the full control effect
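THP-1 cells pretreated 1 hr with compounds (up to 57.5 uM final), then stimulated with LPS (250 ng/mL final) plus ATP (1.25 mM final); secreted IL-1B measured by AlphaLISA after 16 hr, decreased signal indicating inhibition.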
HT1080 IDH1KD tx: toxicity to HT-1080 IDH1 knockdown cells (counter line) | HT-1080 IDH1 knockdown viability, ATP luminescence, 48 h | Potency, µM (doses to about 46.1 µM), without a hit: at the highest dose activity, negative = toxicity, hits mostly cytotoxic | 360,000 compounds, 2% hits | AID 686971;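 note: potency is the fitted concentration of half-maximal effect; 0% = DMSO wells and -100% = cell-free medium wells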
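After a 2 h attachment period, IDH1KD HT-1080 cells took pin-transferred compound for 48 h at 37 °C; ATP-based luminescence after 10 min room-temperature reagent incubation reported viability.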
SW480 rerep: inducers of DNA re-replication in SW480 colon cancer cells; SW480 DNA re-replication, Hoechst DNA content imaging, 48 h; Potency, µM (top dose mostly 46.1 µM), inactives show top-dose re-replication activation, usual class: activators; 340,000 compounds, 1.8% hits; AID 624297; note: potency is the fitted concentration of half-maximal effect; % of control where 0% means no effect; nearly all actives have a fitted effect of over 55% in size
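Image-based DNA-content assay: after two days of treatment, nuclei were labelled with the DNA dye Hoechst and imaged, and hits were compounds raising the count of nuclei showing high fluorescence intensity.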
DRD3 antagonist: D3 dopamine receptor (human) antagonism; 360,000 compounds, 2.5% hits; P35462; D3R cells, DiscoveRx beta-arrestin luminescence, antagonist mode; active compounds read low; max response, negative = inhibition, %; in the data active = max response below about -50%; inconclusive = no clear call, values can overlap the other calls; note: % is set by controls: 0 for no effect and ±100 for the full control effect; mostly tested at two doses, the higher about 12 µM
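Cells expressing the human receptor were seeded at 1500 cells/well, incubated overnight at 37 degrees C in 5% CO2, then exposed to library compounds with dopamine controls for 90 minutes at 37 degrees C before luminescent detection.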
Active calls of the source: *; ? = inconclusive; . = not tested or not shown; & = joins results of further samples. Unless noted, calls come from the whole dose curve; as a rule, active = well fitted curve in the direction sought with a large enough effect; inconclusive = small, poorly fitted or top-dose-only effect, or another doubt; inactive = no such curve, though single readings can be large; an effect the other way counts as inactive or inconclusive.

1: COc1cccc(OCC(O)CN2CCN(c3ccccc3)CC2)c1 (stereo not drawn)
2: O=C(c1ccc2ccccc2c1)N1CCc2ccccc21
3: CCCCN(Cc1cccs1)S(=O)(=O)c1ccc(-c2ccc(=O)[nH]n2)s1
4: Cn1c(SCC(=O)c2ccccc2)nnc1-c1ccc(O)cc1
5: Cn1ccc2c(-c3ccc(C(N)=O)cc3)cc3c(c21)C1CCC3O1 (stereo not drawn)
6: COc1ccc(-c2cc(C(=O)NCCCN3CCOCC3)on2)cc1OC
7: O=C(COC(=O)CNC(=O)C1CCCCC1)Nc1cccc(F)c1
8: O=[N+]([O-])c1cccc(C2=NCCC(c3ccccc3)O2)c1 (stereo not drawn)
entry no.	1	2	3	4	5	6	7	8
KB-3-1 tox	-13%&5%	16%	3%	13%	0%	9%	7%	?
GLP-1R agonist	-4%&-4%	25%	29%	-7%	-1%	8%	0%	11%
DRD3 agonist	31*	-7	0	-2	1	-5	9	-26
HT1080NT lethal	7%&-3%	-4%	-26%	7%	24%	0%	4%	1%
KB-V1 cytotox	-3%&-5%	-11%	-10%	-3%	10%	3%	19%	-8%
IL-1B inflam inh	12&-13	21	38	15	-27	-4	10	-24
HT1080 IDH1KD tx	3%&-5%	-4%	-2%	14%	1%	19%	3%	-2%
SW480 rerep	-6%&-4%	?	-3%	1%	.	-1%	-1%	-2%
DRD3 antagonist	?	-8	-5	-3	-12	-5	-10	0

9: CC(=O)NCCC(=O)Nc1ncc(S(=O)(=O)c2ccc([N+](=O)[O-])cc2)s1
10: CCN(CCS(=O)(=O)c1ccc(Cl)cc1)C(=O)Nc1ccccc1
11: CN(C)C(=O)c1c(NC(=O)c2ccco2)sc2c1CCCCC2
12: COc1ccc(CN(C)C(=O)c2cc(-c3ccccc3)nc3ccc(C)cc23)c(OC)c1OC
13: O=C(CSC1CC(=O)N(CCc2ccccc2)C1=O)Nc1cccc(Cl)c1 (stereo not drawn)
14: Cc1cc(C)c(S(=O)(=O)N2CCCOC2CNC(=O)C(=O)NCc2ccccn2)c(C)c1 (stereo not drawn)
15: Cc1nnc(SC(C)C(=O)NC2CCCc3ccccc32)n1-c1ccccc1 (stereo not drawn)
16: O=C(O)CCS(=O)(=O)c1cc(Br)cc2c1N(C(=O)C1CC1)CC2
entry no.	9	10	11	12	13	14	15	16
KB-3-1 tox	14%	2%	32%	-10%	3%	-8%	?	4%
GLP-1R agonist	2%	-7%	-10%	11%	7%	6%	-1%	0%
DRD3 agonist	-14	-11	-1	0	-1	2	-1	-4
HT1080NT lethal	-1%	1%	2%	-7%	15%	-17%	10%	22%
KB-V1 cytotox	3%	-1%	3%	?	?	-16%	?	0%
IL-1B inflam inh	22	5	17	-64*	-2	2	-5	-1
HT1080 IDH1KD tx	-4%	1%	6%	-6%	18%	9%	8%	7%
SW480 rerep	10%	-11%	-13%	5%	-4%	3%	0%	0%
DRD3 antagonist	-18	-12	18	31	14	14	-7	0

17: Nc1nc(-c2ccccc2)c(-c2ccccc2)s1
18: Cc1nnc(SCC(=O)NC2CCCCC2)n1C1CCCCC1
19: Cc1ccccc1C(=O)Nc1ccc(S(=O)(=O)N2CCN(C)CC2)cc1
20: COc1ccccc1N1CCN(C(=O)c2ccccc2SCC(=O)N2CCCC2)CC1
21: O=C1C(=Cc2ccco2)CCC1=Cc1ccco1
22: CCOC(=O)c1c(S(=O)(=O)N2CCCC2)c(C)n(C)c1C
23: O=C(OCN1C(=O)c2ccccc2C1=O)c1ccco1
24: N#CCCCCN1c2cccc3cccc(c23)S1(=O)=O
entry no.	17	18	19	20	21	22	23	24
KB-3-1 tox	2%	16%	1%	?	-19%	2%	-8%	21%
GLP-1R agonist	13%	2%	-6%	4%	-14%	-1%	-8%	5%
DRD3 agonist	2	5	-1	3	-2	-6	-4	-4
HT1080NT lethal	-2%	10%	0%	7%	1%	10%	-4%	-6%
KB-V1 cytotox	11%	-4%	-10%	?	6%	-3%	0%	-16%
IL-1B inflam inh	-5	6	11	-5	-51*	-4	-1	0
HT1080 IDH1KD tx	-16%	0%	8%	2%	3%	13%	1%	-12%
SW480 rerep	-1%	1%	8%	0%	?	0%	?	7%
DRD3 antagonist	0	13	-11	10	-16	5	0	-28

Five compounds drawn at random from those above, as already listed:
22: CCOC(=O)c1c(S(=O)(=O)N2CCCC2)c(C)n(C)c1C
24: N#CCCCCN1c2cccc3cccc(c23)S1(=O)=O
20: COc1ccccc1N1CCN(C(=O)c2ccccc2SCC(=O)N2CCCC2)CC1
18: Cc1nnc(SCC(=O)NC2CCCCC2)n1C1CCCCC1
23: O=C(OCN1C(=O)c2ccccc2C1=O)c1ccco1
entry no.	22	24	20	18	23
KB-3-1 tox	2%	21%	?	16%	-8%
GLP-1R agonist	-1%	5%	4%	2%	-8%
DRD3 agonist	-6	-4	3	5	-4
HT1080NT lethal	10%	-6%	7%	10%	-4%
KB-V1 cytotox	-3%	-16%	?	-4%	0%
IL-1B inflam inh	-4	0	-5	6	-1
HT1080 IDH1KD tx	13%	-12%	2%	0%	1%
SW480 rerep	0%	7%	0%	1%	?
DRD3 antagonist	5	-28	10	13	0

(cont.)
25: Clc1cccc(CSc2nnc(-c3ccccn3)n2Cc2ccco2)c1
26: COc1ccc(Br)cc1[C@H]1[C@H]2C=CC[C@@H](C)[C@@H]2C(=O)N1Cc1ccccc1
27: O=C(Nc1ccon1)c1ccc(S(=O)(=O)N2CCCCCC2)cc1
28: COc1ccc(-n2c(=O)c3ccccc3n(Cc3ccccc3F)c2=O)cc1OC
29: CC1=NN(C(C)C)C(=O)C1
30: Cc1cc(C(=O)Nc2ccc3[nH]ccc3c2)no1
31: Cc1ccc(C)c(NC(=O)CN(C)C(=O)CCN2C(=O)c3ccccc3C2=O)c1
32: CN(CC(=O)NCCCn1ccnc1)S(=O)(=O)c1ccc(Cl)cc1
entry no.	25	26	27	28	29	30	31	32
KB-3-1 tox	?	?	6%	-11%	0%	1%	22%	1%
GLP-1R agonist	1%	-4%	-10%	8%	-1%	4%	0%	4%
DRD3 agonist	-7	-35	0	0	-5	5	6	-3
HT1080NT lethal	-19%	1%	-3%	-1%	-1%	19%	30%	-1%
KB-V1 cytotox	10µM*	?	10%	-33%	14%	11%	0%	-20%
IL-1B inflam inh	-19	?	-10	-6	1	-18	12	5
HT1080 IDH1KD tx	-19%	7%	-11%	0%	0%	23%	?	-1%
SW480 rerep	-6%	22%	-3%	10%	-2%	3%	-2%	-1%
DRD3 antagonist	-12	?	17	2	-18	1	12	-9

33: COCCn1c(SCC(=O)NC2CC2)nc2ccccc21
34: Cc1ccc(-c2csc(NC(=O)CCNC(=O)c3ccccc3Cl)n2)cc1
35: Cc1c(C(=O)N2CCN(Cc3ccccc3)CC2)sc2ncnc(N3CCOCC3)c12
36: CC1CCc2c(C(=O)Nc3cccc(-c4nn[nH]n4)c3)csc2C1 (stereo not drawn)
37: CCn1cc(S(=O)(=O)Nc2ccccc2C(F)(F)F)cn1
38: C#CCN(C(=O)CC1C(=O)NCCN1C/C=C/c1ccccc1)C1CCCCC1 (stereo not drawn)
39: COCc1ccc(CN2CCCC(CCC(=O)NCc3cccc(OC)c3)C2)o1 (stereo not drawn)
40: c1ccc(OCCOc2ncnc3ccccc23)cc1
entry no.	33	34	35	36	37	38	39	40
KB-3-1 tox	-1%	-19%	-7%	-19%	-6%	3%	-18%	17%
GLP-1R agonist	-4%	-9%	0%	-2%	-1%	8%	12%	4%
DRD3 agonist	0	-1	8	-5	0	-4	6	3
HT1080NT lethal	6%	-10%	0%	1%	-4%	11%	0%	5%
KB-V1 cytotox	21%	-2%	18µM*	-2%	3%	-29%	11%	-9%
IL-1B inflam inh	19	-53*	29	0	-4	-8	1	-20
HT1080 IDH1KD tx	0%	-18%	-1%	-2%	15%	15%	0%	1%
SW480 rerep	0%	4%	0%	8%	15%	-3%	-1%	-4%
DRD3 antagonist	11	-4	-7	-18	17	3	-10	-8

41: CCN(CC(=O)Nc1c(F)cccc1F)C(=O)Cc1n[nH]c(=O)c2ccccc12
42: CC(NC(=O)OC(C)(C)C)C(=O)N1CCCC1C(=O)NC(Cc1ccccc1)C(N)=O (stereo not drawn)
43: Cc1noc(/C=C/c2ccco2)c1S(=O)(=O)N1CCC(C(=O)N2CCc3ccccc32)CC1
44: Cc1cc(F)ccc1NC(=O)c1ccc(NS(=O)(=O)c2cc(C(C)(C)C)ccc2C)cc1
entry no.	41	42	43	44
KB-3-1 tox	?	0%	-6%	-30%
GLP-1R agonist	16%	-6%	-2%	-4%
DRD3 agonist	4	0	1	5
HT1080NT lethal	-5%	9%	0%	-9%
KB-V1 cytotox	16%	3%	-17%	?
IL-1B inflam inh	18	0	2	-21
HT1080 IDH1KD tx	12%	-2%	4%	?
SW480 rerep	1%	2%	-3%	2%
DRD3 antagonist	3	-28	-15	-14

Compound activity: PubChem BioAssay, National Center for Advancing Translational Sciences (NCATS)
